Source: PubChem BioAssay (several laboratories)
VHR inh abs = VHR1 phosphatase inhibitors, primary screen, biochemical, absorbance, uHTS. Dual specificity protein phosphatase 3 (Homo sapiens), P51452. recombinant VHR phosphatase, pNPP absorbance. inhibition, % at 13.3 µM. hit rate 0.52% among 290,000. AID 1654, 2009; in the data active = inhibition above about 50%; note: some compounds called inactive have numbers as strong as hits
Target sequence (P51452 whole entry, looked up): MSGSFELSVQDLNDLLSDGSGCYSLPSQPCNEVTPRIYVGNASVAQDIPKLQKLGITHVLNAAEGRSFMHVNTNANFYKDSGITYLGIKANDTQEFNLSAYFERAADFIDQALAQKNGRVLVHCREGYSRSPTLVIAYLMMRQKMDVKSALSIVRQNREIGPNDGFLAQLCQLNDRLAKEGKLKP
CCHFV vOTU inh = CCHFV vOTU protease inhibitors, primary screen, biochemical, Pep-AMC substrate, fluorescence. inhibition, % at 11.5 µM. Crimean-Congo hemorrhagic fever virus L polyprotein viral ovarian tumor (vOTU) protease …. AID 651958, 2012. hit rate 0.55% among 370,000; note: 0% = vehicle wells with enzyme and 100% = no enzyme wells
BoNT-F LC inh = BoNT/F light chain protease inhibitors, primary screen, biochemical, flow cytometry, MLPCN library; Botulinum neurotoxin type F light chain protease (Clostridium botulinum); Multiplex microsphere protease cleavage assay; inhibition, % at 10 µM; hit rate 0.22% among 360,000; AID 588497, 2011; in the data active = inhibition above about 35%, passing the limit was not always enough; inconclusive = no clear call, values can overlap the other calls; note: plate controls were buffer without enzyme for full effect and enzyme alone for no effect
FadD28 FP inh = inhibitors of FadD28 bisubstrate probe binding, primary screen, biochemical, fluorescence polarization, single point. inhibition, % at 12.5 µM. AID 588549, 2011. hit rate 0.22% among 360,000; in the data active = inhibition above about 8.5%, passing the limit was not always enough; inconclusive = no clear call, values can overlap the other calls
GDH-TPI counter = GDH-TPI coupling enzyme inhibitors, primary screen, artefact control for M. tuberculosis FBA inhibitor project, biochemical, absorbance, full deck; inhibition, % at 4.8 µM; GDH-TPI coupled enzyme counterscreen, NADH absorbance; hit rate 1.2% among 360,000;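 note: 0% = DMSO wells and 100% = wells lacking the enzyme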
Mtb FBA inh = Mtb FBA enzyme inhibitors, primary screen, biochemical, fluorescence, strain H37Rv. Fructose-bisphosphate aldolase (Mycobacterium tuberculosis (strain ATCC 25618 / H37Rv)), …. purified M. tuberculosis FBA, fluorescence read-out. inhibition, % at 1 µM. hit rate 2.3% among 360,000; in the data active = inhibition above about 27%;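 note: 0% = vehicle and 100% = reference inhibitor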
Target sequence (P9WQA3 whole entry, looked up): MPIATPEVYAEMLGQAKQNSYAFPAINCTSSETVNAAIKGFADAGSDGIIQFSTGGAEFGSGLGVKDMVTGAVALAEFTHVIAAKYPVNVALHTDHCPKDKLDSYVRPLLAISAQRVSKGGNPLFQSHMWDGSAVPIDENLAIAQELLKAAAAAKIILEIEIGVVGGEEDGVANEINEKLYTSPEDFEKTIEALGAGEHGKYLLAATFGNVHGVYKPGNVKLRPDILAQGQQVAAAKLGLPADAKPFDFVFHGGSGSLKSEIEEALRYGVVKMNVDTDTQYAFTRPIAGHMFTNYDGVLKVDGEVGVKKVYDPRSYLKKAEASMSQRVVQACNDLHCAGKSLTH
Mtb UGM inh = M. tuberculosis UGM enzyme inhibitors, primary screen, biochemical, fluorescence polarization, single point | UDP-galactopyranose mutase (Mycobacterium tuberculosis (strain ATCC 25618 / H37Rv)), … | AID 504406, 2011 | inhibition, % at 10 µM | hit rate 0.06% among 320,000 | purified UGM, fluorescence polarization probe displacement; in the data active = inhibition above about 10%, passing the limit was not always enough; inconclusive = no clear call, values can overlap the other calls
MazF activator = activators of E. coli MazEF toxin-antitoxin RNase, primary screen, biochemical, fluorescence, uHTS | Endoribonuclease toxin MazF (Escherichia coli (strain K12)), P0AE70 | hit rate 0.32% among 350,000 | AID 504720, 2011 | activation, % at 20 µM | FAM/BHQ RNA-DNA oligo cleavage fluorescence, 5 h; in the data active = activation above about 50%
Target sequence (P0AE70 whole entry, looked up): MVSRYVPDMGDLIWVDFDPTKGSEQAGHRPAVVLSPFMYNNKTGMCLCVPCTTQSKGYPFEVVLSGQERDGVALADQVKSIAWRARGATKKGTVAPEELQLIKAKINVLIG
Rv3671c inh = Rv3671c serine protease inhibitors, primary screen, biochemical, fluorescence polarization, M. tuberculosis H37Rv; P9WHR9; inhibition, % at 5.96 µM; hit rate 0.048% among 320,000; AID 2606, 2010; in the data active = inhibition above about 38%;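 note: extracellular domain of Rv3671c used as enzyme; 0% = enzyme with DMSO and 100% = no enzyme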
Target sequence (P9WHR9 whole entry, looked up, the tested form may be a part): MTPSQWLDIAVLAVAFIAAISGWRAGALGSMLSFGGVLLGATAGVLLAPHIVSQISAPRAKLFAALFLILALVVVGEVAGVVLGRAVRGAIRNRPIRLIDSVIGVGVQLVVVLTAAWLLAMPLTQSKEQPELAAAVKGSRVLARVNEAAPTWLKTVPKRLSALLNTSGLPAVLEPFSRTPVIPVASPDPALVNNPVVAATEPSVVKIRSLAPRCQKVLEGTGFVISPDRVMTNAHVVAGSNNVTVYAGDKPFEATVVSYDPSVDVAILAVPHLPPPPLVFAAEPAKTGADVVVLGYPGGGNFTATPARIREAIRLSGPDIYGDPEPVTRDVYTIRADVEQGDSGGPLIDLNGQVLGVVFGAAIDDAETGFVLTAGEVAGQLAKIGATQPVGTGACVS
BioA inh = M. tuberculosis BioA enzyme inhibitors, primary screen, biochemical, plate reader, single point, HTS | purified M. tuberculosis BioA enzyme | hit rate 0.096% among 360,000 | AID 602481, 2012 | inhibition, % at 9.99 µM; in the data active = inhibition above about 40%; inconclusive = no clear call, values can overlap the other calls
* = called active by the depositor; ? = inconclusive; nt = no result given. Cut-off read from the data, not from the text of the source, unless noted: active = inhibition above about 30%; inactive = the rest. Not a hit list. About 4.9% of those tested had a hit in this group.

SMILES	VHR inh abs	CCHFV vOTU inh	BoNT-F LC inh	FadD28 FP inh	GDH-TPI counter	Mtb FBA inh	Mtb UGM inh	MazF activator	Rv3671c inh	BioA inh
CCOC(=O)C1(Cc2cccc(OC)c2)CCCN(S(=O)(=O)N(C)C)C1 (configuration not stated)	25	-14	-40	0.3	9	1	1.3	3	5	-2.0
NC(N)=NC(N)=Nc1ccccc1	nt	-3	4	0.3	-3	2	0.1	-5	0	0.2
Cc1nc(N/N=C\c2ccc3c(c2)OCO3)sc1C	19	3	?	-15	11	4	0.0	11	5	-0.9
COc1cc(OC)cc(C(=O)N[C@H](C(=O)OCC(=O)Nc2ccc(C(N)=O)cc2)C(C)C)c1	-6	8	0	-5.0	-8	0	-0.9	-5	-7	nt
CN(Cc1ccccc1)C(=O)COc1ccccc1	13	1	?	-4.3	-3	3	-2.1	0	4	1.6
CN(NC(=O)c1ccccc1F)c1ncccc1[N+](=O)[O-]	-16	-4	-1	-1.5	1	2	-2.2	0	1	-2.1
CCC1CCc2c(sc(NC(=O)C3c4ccccc4Oc4ccccc43)c2C(N)=O)C1 (configuration not stated)	18	0	3	-2.8	-2	-1	-0.7	-5	-21	nt
O=C(NCCCN1CCOCC1)c1cc(-c2ccc(Cl)s2)nc2ccccc12	nt	-91	16	-0.6	14	64*	1.0	3	-8	-1.6
CC(Cc1ccccn1)NC(=O)c1ccc(OC2CCN(CCc3ccccc3)CC2)cc1 (configuration not stated)	21	-6	-11	1.4	-1	2	nt	4	nt	3.1
COc1cccc(N2CCN(Cc3ccsc3)CC2)c1	20	-4	-3	-2.5	-9	2	1.0	-1	-12	nt
Cc1ccc(S(=O)(=O)Nc2ncnc3sc(C)c(C)c23)cc1	nt	-3	nt	-0.5	-2	-1	-0.3	-1	4	-0.6
COc1ccc(NC(=O)Nc2ccc(C)cc2OC(F)F)cc1OC	5	-2	-7	-3.6	-13	-2	-2.2	7	2	nt
COc1ccccc1N1C(=O)NC(=O)C2(Cc3cc(C)ccc3N(C)C2)C1=O (configuration not stated)	32	-5	8	-1.8	5	0	0.6	2	-2	-0.9
CCC(C(=O)OCC(=O)Nc1ccc(SC(F)F)cc1)c1ccccc1 (configuration not stated)	21	7	-2	-2.1	4	-5	nt	0	nt	-0.6
Cc1ccc(NC(=O)c2sc3ncn(CC(=O)N4CCN(c5ccccn5)CC4)c(=O)c3c2C)cc1Cl	44	20	-13	-3.5	13	0	-1.8	-16	-14	1.6
CCOC(=O)CC1=C(C(=O)OCC)C(c2ccc(OC)c(OC)c2)C(C#N)=C(N)O1 (configuration not stated)	-13	-4	0	-2.4	6	0	-1.3	-7	0	7.0
CCOC(=O)c1c(C)oc2ccc(OCC(=O)C(C)(C)C)cc12	11	9	9	-2.7	3	-2	-1.8	0	-3	0.9
Cc1cc(C(=O)OCC(=O)NCc2ccccc2)c(C)o1	13	-8	-1	-4.3	12	-1	-0.7	3	-1	nt
O=C(Nc1ccc(N2CCOCC2)cc1N1CCOCC1)c1ccc(Br)cc1	10	13	-8	0.9	0	-3	2.4	4	-7	-0.7
CC(CCc1ccccc1)NC(=O)Cc1ccccc1 (configuration not stated)	-4	-11	4	-2.4	0	0	-1.2	0	0	nt
CCOc1ccc(CNC(=S)N/N=C/c2ccncc2)cc1	-4	-9	2	-4.8	20	0	1.4	-2	-4	nt
CCCCn1c(N)c(N(CCOC)C(=O)c2cnc(C)cn2)c(=O)[nH]c1=O	nt	1	?	-2.3	0	-2	-2.0	5	1	-0.6
COc1ccc(-c2cc(CNC(=O)CN(C)Cc3ccccc3)on2)cc1	31	10	-4	-2.0	8	1	-0.2	7	-7	nt
Nc1cc(C(=O)c2cccs2)ccc1Cl	32	17	3	-3.0	7	-1	3.1	-1	2	2.2
COc1ccc(/C=C(/NC(=O)/C=C/c2ccccc2)C(=O)N2CCOCC2)cc1	-5	26	-1	-1.4	26	3	-0.7	2	0	nt
CN1CCn2c1nc(N1CCOCC1)nc2=O	18	-1	5	0.2	-1	10	0.6	-2	1	0.8
CCCCn1c(N)c(N(CC(C)C)C(=O)CCNC(=O)c2ccc(Br)cc2)c(=O)[nH]c1=O	nt	-8	-4	-4.0	0	-1	1.2	-1	2	nt
N#C/C(=C/c1ccco1)C(N)=S	-10	17	-3	15*	20	2	2.0	-16	-3	nt
O=C(CNCc1ccc(F)cc1)Nc1ccc(S(=O)(=O)N2CCOCC2)cc1	6	17	-2	-1.1	4	0	-0.1	-6	5	-2.2
CCOc1ccc(/C=C2/Sc3ccc(C(=O)N4CCOCC4)cc3N(C)C2=O)cc1OC	-9	-3	-3	1.4	14	1	0.7	2	-2	2.3
Cc1ccc(-n2c(C)cc(/C=N/Nc3ccc([N+](=O)[O-])cn3)c2C)c(C)c1	-15	12	-11	-3.2	-2	-7	0.1	-3	-1	0.6
Cc1cc(C)cc(NS(=O)(=O)c2ccc3c(c2)C(C)(C)C(=O)N3C)c1	-18	14	-6	-0.7	11	6	0.7	5	3	0.4
O=C(CCCCCCC(=O)c1ccccc1)c1ccccc1	4	7	-2	-0.9	4	-3	-1.8	-3	-5	nt
Cn1cc(CN2CCC(Oc3ccc(C(=O)N4CCCC4)cc3)CC2)cn1	-20	20	-2	-0.3	15	3	0.6	4	10	-0.6
CCN1CCCC(OC(=O)Nc2ccccc2)C1 (configuration not stated)	10	3	-20	-0.7	1	-1	1.5	-8	-4	-0.2
CCOC(=O)C1CCN(C(=O)CCc2c(C)nc3ncnn3c2C)CC1	20	-9	2	-0.3	8	-5	1.3	-2	2	1.7
CCOC(=O)N1CCN(S(=O)(=O)c2cccc3cccnc23)CC1	27	1	-4	-2.6	-11	-1	-0.5	1	6	-2.5
Cn1c(SCC(=O)c2ccccc2)nnc1-c1ccncc1	-3	5	-1	-1.3	10	0	-2.3	1	-6	0.1
O=C(COc1ccccc1[N+](=O)[O-])N/N=C/c1ccc[nH]1	6	-7	?	-3.6	11	-3	-0.9	8	2	-2.8
CC1CCCCC12NC(=O)N(CC(=O)NCc1ccc3c(c1)OCO3)C2=O (configuration not stated)	20	-18	7	0.7	3	0	-0.3	1	2	nt
CC(C)Sc1nc2c(c(=O)n(C)c(=O)n2C)n1C	1	-7	8	-1.9	1	5	-0.3	0	-2	-1.3
CCOc1ccc(Nc2nc(N3CCCC3)nc(N3CCN(c4ccc(OC)cc4)CC3)n2)cc1	8	-2	1	-3.8	6	-1	-0.2	-1	3	nt
CC(C)C(c1nnnn1Cc1ccco1)N1CCN(c2nc3ccccc3s2)CC1 (configuration not stated)	36	2	-31	-0.8	6	0	-1.9	-1	1	-1.2
CC1(C(=O)N2CCCCC2)CCN1C(=O)C1(c2ccccc2)CC1 (configuration not stated)	nt	-12	-1	-1.6	2	-2	nt	nt	nt	2.7
COc1cc(OC)cc(C(=O)NCC(=O)OCC(=O)Nc2ncc(Cl)cc2Cl)c1	-4	-6	-2	-4.8	-3	-5	1.9	-3	-4	nt

Molecules from the list above that contain fluorine:
SMILES	VHR inh abs	CCHFV vOTU inh	BoNT-F LC inh	FadD28 FP inh	GDH-TPI counter	Mtb FBA inh	Mtb UGM inh	MazF activator	Rv3671c inh	BioA inh
CN(NC(=O)c1ccccc1F)c1ncccc1[N+](=O)[O-]	-16	-4	-1	-1.5	1	2	-2.2	0	1	-2.1
COc1ccc(NC(=O)Nc2ccc(C)cc2OC(F)F)cc1OC	5	-2	-7	-3.6	-13	-2	-2.2	7	2	nt
CCC(C(=O)OCC(=O)Nc1ccc(SC(F)F)cc1)c1ccccc1 (configuration not stated)	21	7	-2	-2.1	4	-5	nt	0	nt	-0.6
O=C(CNCc1ccc(F)cc1)Nc1ccc(S(=O)(=O)N2CCOCC2)cc1	6	17	-2	-1.1	4	0	-0.1	-6	5	-2.2

Remaining list, next part.
SMILES	VHR inh abs	CCHFV vOTU inh	BoNT-F LC inh	FadD28 FP inh	GDH-TPI counter	Mtb FBA inh	Mtb UGM inh	MazF activator	Rv3671c inh	BioA inh
CC(C)NC(=O)NC(=O)CSc1ncccn1	17	-7	-5	-2.0	-7	-3	4.0	2	-15	nt
CCc1nc2sc3c(Cl)ncnc3c2c2c1CCCC2	9	nt	nt	nt	nt	nt	-1.8	3	-5	nt
CC(C)N1C(=O)CCC1C(=O)NCc1ccc(F)cc1Cl (configuration not stated)	5	-17	2	-0.4	11	0	1.1	3	0	-1.0
Cc1ccc2c(c1)c1ncn(CCC3=CCCCC3)c(=O)c1n2C	13	-10	-6	-2.4	9	12	-2.6	3	-1	nt
O=C(NC1CCc2ccccc21)c1cc(COc2cncc(Cl)c2)on1 (configuration not stated)	1	-9	-4	-0.3	3	-1	0.4	0	-13	-0.8
N#Cc1ccc(COC(=O)CSc2nnc(N)s2)cc1	-8	1	1	-0.9	-3	4	-0.9	-5	8	nt
Cc1nn(CCCC(=O)Nc2c(F)cc(F)cc2Br)c(C)c1[N+](=O)[O-]	2	14	3	-1.0	4	-1	1.1	5	3	nt
Cc1ccc(S(=O)(=O)NC2=NCCC2)cc1	0	12	8	-3.8	1	-3	1.7	-6	3	0.5
CC1(C(=O)NS(=O)(=O)C2CC2)CCN(C(=O)c2ccccc2F)C1 (configuration not stated)	nt	4	3	-0.6	6	1	nt	nt	nt	-0.8
CCc1c(C#N)c(SCc2c(C)noc2C)nc2c1C(=O)CC(C)(C)C2	0	-2	11	1.3	14	0	-1.5	-2	-15	-2.3
COc1ccc(C(=O)NCCS(=O)(=O)N2CCCCCC2)cc1	nt	-4	5	-0.6	5	0	-0.7	4	8	-0.4
COc1ccc(CC(=O)NCCS(=O)(=O)N2CCN(c3ccc(F)cc3)CC2)cc1OC	18	-8	6	-3.0	-4	1	0.9	4	3	1.6
CCSc1ccc(-c2ccco2)nn1	34	-8	0	-0.7	8	4	-4.2	8	7	nt
Cc1oc(-c2ccccc2)nc1C(=O)OCC(=O)NCc1ccc(F)cc1	nt	3	2	0.6	10	-2	nt	1	nt	-0.3
CN(C)CCNc1nc(S(=O)(=O)c2ccccc2)c(Cl)s1	42	-2	-3	-3.1	6	-2	-0.5	-3	4	nt
COc1cc(N)ccc1NC(=O)c1cc2ccccc2o1	13	-5	6	-3.3	-6	-5	-6.5	9	3	-1.7
Fc1ccccc1/C=N/NC(=S)Nc1ccc(Cl)cc1Cl	5	-11	-5	-2.2	15	0	-0.8	-5	-8	0.8
Cc1ccc(N2C(=O)Cc3ccccc3C2=O)cc1	-7	18	-2	1.6	-8	7	0.6	13	3	-3.7
Cc1cc(N2CCOCC2)nc2ccc(NC(=S)N3CCN(c4ccccc4)CC3)cc12	12	-22	-1	-0.9	14	20	0.1	3	9	nt
Cc1ccc(-c2nnn(CC(=O)N(CC(=O)NC3CCCCC3)c3cnc4ccccc4c3)n2)o1	nt	3	5	-1.2	5	4	0.2	5	0	-1.4
CCn1nc(C)cc1C(=O)N1CCCC(Nc2ccc(F)c(F)c2)C1 (configuration not stated)	-23	14	-28	-5.3	-11	0	-2.3	2	6	16
COc1ccc(C)cc1N(C(=O)c1snc(C(N)=O)c1N)C(C(=O)NC1CCCCC1)c1ccc(C)o1 (configuration not stated)	25	3	4	nt	11	3	nt	10	nt	0.5
Fc1ccc(Cn2nnc(-c3ccc(Cl)cc3)n2)cc1	16	7	16	0.9	1	1	-2.1	-8	-2	-2.4
